TAAR1 agonist: human TAAR1 agonism. CHO RD-HGA16 TAAR1, Fluo-8 calcium fluorescence; vehicle wells 0%, saturating PEA agonist 100%. activation, % at 3 µM. Q96RJ0. hit rate 0.99% among 360,000. AID 624467;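 active = activation above the mean activation of all test compounds in the run plus 3 SD, cut at about 38% in these data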
Target sequence (Q96RJ0 whole entry, looked up): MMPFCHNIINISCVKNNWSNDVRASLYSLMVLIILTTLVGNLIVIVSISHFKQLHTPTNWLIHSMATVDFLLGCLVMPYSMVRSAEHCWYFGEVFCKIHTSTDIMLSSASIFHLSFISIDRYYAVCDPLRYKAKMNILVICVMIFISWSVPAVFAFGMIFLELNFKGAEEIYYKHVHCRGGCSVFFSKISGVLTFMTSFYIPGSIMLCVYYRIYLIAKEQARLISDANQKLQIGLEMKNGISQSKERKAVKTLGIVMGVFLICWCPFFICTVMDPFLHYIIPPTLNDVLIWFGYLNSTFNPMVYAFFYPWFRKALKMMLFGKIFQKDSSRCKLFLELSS
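Test system: RD-HGA16 (CHO) cells co-expressing Gα16 and hTAAR1 / Benchmarks: DMSO vehicle as 0%, PEA at EC100 as 100% / Repeats: no replicates (n 1) / Measure: % activation from peak over basal fluorescence ratio, DMSO-to-PEA scaled / Timing: 17-24 h plating, Fluo-8 75 min 37 °C, 30 min RT / Technique: kinetic Fluo-8 calcium fluorescence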
CHO-K1 Ca antag: counter-screen for M1 antagonists: effect in parental CHO-K1 cells; ATP-induced calcium, Fluo-8 fluorescence; inhibition, % at 3 µM; hit rate 0.6% among 360,000; AID 602250;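 active = inhibition above a per-plate cutoff, the plate's mean sample inhibition plus 3 SD, cut at about 24% in these data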;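 also: 0% = DMSO plus EC80 ATP and 100% = DMSO alone without ATP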
CHO-K1 Ca ag: nonselective activator or artifact in parental CHO-K1 cells; hit rate 0.48% among 360,000; AID 602248; Fluo-8 calcium fluorescence; scaled to maximal ATP response, vehicle zero; activation, % at 3 µM; in the data active = activation above about 15%;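 also: untransfected CHO-K1 host cells lacking M1 receptor as counterscreen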
M1 ag: agonists of human M1 muscarinic receptor; P11229; hit rate 0.33% among 360,000; CHO-K1 hM1, Fluo-8 calcium fluorescence, agonist mode; 0% DMSO, 100% acetylcholine EC100; activation, % at 3 µM; AID 588814;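 active = activation above the run's mean compound activation plus 3 SD, cut at about 16% in these data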;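 also: peak over basal fluorescence ratio within a 140 s kinetic read after compound addition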
Target sequence (P11229 whole entry, looked up): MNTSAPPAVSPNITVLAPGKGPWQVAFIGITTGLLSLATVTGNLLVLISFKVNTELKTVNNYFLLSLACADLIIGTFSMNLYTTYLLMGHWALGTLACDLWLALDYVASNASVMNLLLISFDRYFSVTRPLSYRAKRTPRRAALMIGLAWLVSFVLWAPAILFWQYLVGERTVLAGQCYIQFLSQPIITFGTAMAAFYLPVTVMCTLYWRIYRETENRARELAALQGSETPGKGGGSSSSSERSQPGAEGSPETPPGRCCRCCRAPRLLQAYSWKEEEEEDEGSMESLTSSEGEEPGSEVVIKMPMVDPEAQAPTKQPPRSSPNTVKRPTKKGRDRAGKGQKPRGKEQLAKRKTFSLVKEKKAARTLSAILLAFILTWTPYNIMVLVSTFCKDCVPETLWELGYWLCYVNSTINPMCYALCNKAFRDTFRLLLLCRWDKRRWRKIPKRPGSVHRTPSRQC
TAAR1 antag: human TAAR1 antagonism. Q96RJ0. CHO RD-HGA16 TAAR1, Fluo-8 calcium fluorescence, antagonist. inhibition, % at 3 µM. hit rate 1.5% among 360,000;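 active = inhibition above a per-plate cutoff, the mean inhibition of test compounds on that plate plus 3 SD, cut at about 49% in these data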;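 also: 0% = DMSO plus EC80 beta-PEA response and 100% = DMSO alone without agonist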
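Test system: hTAAR1-expressing CHO RD-HGA16 cells, Gα16-coupled; Probe or stimulus: EC80 β-phenethylamine stimulus; Compound dosing: single nominal final test compound concentration of 3 µM; Timing: 140 s kinetic read after compound, 140 s after agonist; Signal: Fluo-8 calcium-sensitive fluorescence; Measure: % inhibition of agonist calcium response; Controls: DMSO and EC80 PEA controls.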
M1 antag: antagonists of human M1 muscarinic receptor. AID 588852. hit rate 1.3% among 360,000. inhibition, % at 3 µM. CHO-K1 hM1, Fluo-8 calcium fluorescence, ACh EC80 antagonist. P11229;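 active = percent inhibition above its own plate's cutoff, namely the mean of that plate's compound wells plus 3 SD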;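 also: peak over basal fluorescence ratio during 140 s after agonist addition; 0% = ACh EC80 plus DMSO and 100% = DMSO alone without agonist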
CHO parental Ca: signal in parental CHO cells, OX1R antagonist counter-screen. AID 463079. hit rate 0.63% among 330,000. parental CHO-K1, ATP-induced calcium, Fluo-8 fluorescence. inhibition, % at 5.6 µM;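 active = inhibition above that plate's mean sample inhibition plus 3 SD, cut at about 26% in these data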;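 also: 0% = ATP-challenged DMSO wells and 100% = DMSO wells without ATP; some compounds past the cut are filed as inactive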
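Assay system: parental CHO cells; Read-out basis: percent inhibition of ATP-evoked calcium rise, normalized to controls; Benchmarks: ATP and no-ATP DMSO wells; Compound dosing: single nominal dose of 5.6 µM per compound; Signal: Fluo-8 calcium dye fluorescence; Also added: ATP as calcium-mobilizing challenge; Repeats: singlicate.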
CHO-K1 Ca PAM: M1 PAM counterscreen hit in parental CHO-K1 cells. ATP EC20, Fluo-8 calcium fluorescence; 0% at ATP EC20, 100% at ATP max. activation, % at 3 µM. hit rate 0.02% among 360,000. AID 602247;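 active = activation above the run cutoff, the mean activation of all test compounds plus 3 SD, cut at about 40% in these data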;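 also: peak over basal fluorescence ratio in a 140 s read after ATP addition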
CHRM1 PAM: human CHRM1 positive allosteric modulation | hit rate 0.088% among 360,000 | CHO-K1 hM1, Fluo-8 calcium fluorescence, ACh EC20; 0% = ACh EC20, 100% = maximal ACh | activation, % at 3 µM | P11229 | AID 588819; in the data active = activation above about 19%, passing the limit was not always enough
Numbers without * were called inactive; x = no result given. Rows were taken by chance, and some 4.4% of all compounds hit somewhere here.

SMILES	TAAR1 agonist	CHO-K1 Ca antag	CHO-K1 Ca ag	M1 ag	TAAR1 antag	M1 antag	CHO parental Ca	CHO-K1 Ca PAM	CHRM1 PAM
Cc1ccc(S(=O)(=O)N2CC(C)C(=O)CC2C)cc1 (stereo unspecified)	-4	-7	-0.6	-4	2	1	-1	-7	7
COc1ccc(/C=C/C2=CCN(Cc3ccc(OC)cc3)CC2)cc1	13	-8	3.7	-11	-19	0	-15	24	3
CCOc1cc(C2C3=C(CCCC3=O)Nc3ccc4ncccc4c32)ccc1O (stereo unspecified)	0	19	-0.8	1	1	1	-12	-14	9
Cc1[nH]c2ccc(S(N)(=O)=O)cc2c1C	1	16	0.0	-1	-1	10	8	-6	0
COc1ccc(CNC(=O)COc2ccc(F)cc2)cc1	0	-9	3.6	-4	6	-9	-10	10	6
CCSc1nnc(NC(=O)COc2ccccc2[N+](=O)[O-])s1	1	-22	1.0	-7	2	-13	-9	24	9
COc1ccc(Br)cc1CNC(=O)C1CCN(C(=O)N(C)C)CC1	0	5	0.3	1	-37	2	-3	-12	9
CC(C)Cc1nnc(NC(=O)CCC(=O)NCCc2ccc(Cl)cc2)s1	2	-8	0.1	0	-8	-3	-5	-15	4
O=C(NNC(=O)[C@H]1CC=CC[C@H]1C(=O)O)c1ccc(Cl)cc1Cl	0	-5	0.2	-7	12	-8	-3	10	5
CCC1CCc2c(sc(NC(=O)c3cccnc3)c2C(N)=O)C1 (stereo unspecified)	6	-6	0.1	-5	-20	-12	-8	3	9
CSc1nnc(CCCCCNC(=O)OC(C)(C)C)o1	16	-6	0.5	0	-26	-17	-7	-4	11
O=C(O)/C=C/c1ccc(OCCCF)cc1	0	-3	0.1	-6	21	-2	-6	-8	1
CCOC(=O)c1c(NC(=O)CCC(=O)O)sc2c1CCCCC2	3	-5	0.2	-4	1	17	-2	7	-4
CC(=O)N1N=C(c2ccc(C)cc2)CC1c1ccc2c(c1)OCO2 (stereo unspecified)	10	-8	7.6	-2	-1	4	-3	9	-1
O=C(Nc1ccccc1)c1cccc(C(=O)Nc2ccccc2)n1	-2	-5	0.0	-1	-11	0	-14	-3	3
CCN(CC(=O)Nc1c(F)cccc1F)C(=O)c1ccc(=O)n(C)n1	1	-12	1.4	-3	-17	-6	x	16	9
Cc1cccc(/C(N)=N/OC(=O)Cc2cccc3ccccc23)c1	4	0	-0.5	-5	0	-8	-21	1	9
O=C(c1cccs1)N1CCC(c2nc3c(nnn3Cc3ccccc3Cl)c(=O)[nH]2)CC1	2	16	2.4	-7	-9	5	-15	-3	0
Cc1cccc(C)c1NC(=O)CC1SC2=NCCN2C1=O (stereo unspecified)	4	5	-0.1	-3	9	10	-4	-3	-4
CC(C)(C)OC(=O)NC(CC(=O)OCc1ccccc1)C(=O)O (stereo unspecified)	6	-12	0.8	-1	-8	-16	-5	23	14
Cc1cccc(-n2cc(CN3CCCN(C=O)CC3)c(-c3cccc(F)c3)n2)c1	0	-6	-0.1	-4	2	-1	-20	3	2
O=c1c2[nH]c3cccc(Cl)c3c2ncn1Cc1ccco1	10	-12	0.4	-2	5	-11	-11	13	5
O=C(N/C(=C\c1ccco1)C(=O)N1CCOCC1)c1ccccc1Cl	-3	-5	0.0	-1	0	-13	-12	3	8
O=C(CSCc1ccc(Cl)cc1Cl)Nc1c[nH]c(=O)[nH]c1=O	1	-14	0.4	-7	-5	-2	-11	23	6
CCOc1ccccc1NS(=O)(=O)c1ccc2[nH]c(=O)ccc2c1	7	11	1.1	8	8	-11	x	-10	13
Cc1cc(C)nc(NC(=S)Nc2cccc(Cl)c2Cl)c1	0	-15	-0.2	-3	4	3	-7	9	1
O=C(c1cccc(F)c1)N1CCCC(C(=O)N2CCN(c3ccccc3)CC2)C1 (stereo unspecified)	0	4	-0.2	-3	-35	-9	-13	-17	7
c1ccc(Nc2cccc3ccccc23)cc1	-2	-9	-0.2	-4	4	0	-12	25	-1
COC(=O)C1=C(O)/C(=C/c2cccc(OC)c2O)N=C1C	0	-10	1.1	0	-16	-23	14	22	14
Cc1cccc(C)c1NC(=O)c1csc([C@@H]2O[C@H](CO)[C@H](O)[C@H](O)[C@H]2O)n1	1	1	0.3	0	-23	-22	x	20	15
N#Cc1c2n(c3c(N)ncnc13)CCCCC2	5	-12	4.4	0	-1	-4	-4	8	2
COc1cc(OC)c(C(=O)N/N=C/c2ccoc2)cc1OC	1	3	-0.3	-1	-2	-14	-7	11	11
CCOC(=O)CN1CC23C=CC(O2)C(C(=O)Nc2ccc(F)cc2)C3C1=O (stereo unspecified)	0	-7	0.6	-3	5	-9	-14	17	5
Cc1c(Br)c([N+](=O)[O-])nn1CC(=O)NCCc1ccc(Cl)cc1	2	-1	0.8	-3	7	-16	-17	-21	7
CCc1nnc(NC(=O)C2CCN(C(=O)c3ccco3)CC2)s1	-1	-21	0.3	0	4	-25	3	-1	22
COc1ccccc1C(=O)C1CCCN(C(=O)c2ccc(C(C)=O)s2)C1 (stereo unspecified)	0	-4	0.5	-5	-4	-4	-23	6	5
CCOC(=O)C1=NNC(C(=O)c2ccc(OC)cc2)C1c1ccccc1 (stereo unspecified)	5	9	1.1	-4	12	13	-20	-2	-5
Cc1ccc(N2CC(NS(=O)(=O)c3cc(F)ccc3F)CC2=O)cc1C (stereo unspecified)	3	-4	1.2	0	-2	-2	-16	12	11
CCOC(=O)C1=C(COC(=O)COc2ccc(Br)cc2)NC(=O)NC1C (stereo unspecified)	7	-7	2.2	-2	47	13	-3	-26	1
C[C@H](NC(=O)N1CCn2c1nc1ccccc12)C(=O)NCC1CCCO1 (stereo partly specified)	0	-1	-0.9	-4	-13	11	-9	-2	-8
Cc1cccc(N(C)c2cc(C)nc3ncnn23)c1	0	-4	0.7	14	9	-1	-8	0	14
O=C(OCc1ccccc1Cl)c1cccnc1Cl	5	-9	2.8	-6	-11	-3	-8	5	-2
Cc1ccc(Cl)c(NC(=O)COC(=O)c2nn(-c3ccccc3)cc2O)c1Cl	0	-7	-0.6	0	16	-9	-25	1	-1
CCCOc1ccc(Oc2cc(C)nc(SC)n2)nn1	7	-11	0.2	-1	-26	-5	-6	7	5
CCCCCN=CC1=C(O)CC(c2ccccc2)CC1=O (stereo unspecified)	2	1	5.2	-14	-18	1	-32	12	-8
Cc1nn(C)c(C)c1S(=O)(=O)N1CCCC(C(=O)NCCc2ccc(Cl)cc2)C1 (stereo unspecified)	0	-24	0.5	-5	-9	-13	-24	13	7
COc1ccc(OCc2nnc(SCC(N)=O)n2-c2ccccc2OC)cc1	5	-15	0.4	0	2	-9	-7	5	2
O=C(COC(=O)/C=C/c1cccc(Cl)c1)Nc1ccc2[nH]c(=O)[nH]c2c1	2	-4	1.5	1	-16	-8	5	6	3
Cc1c(O)ccc(C(=O)COc2ccccc2F)c1O	22	14	4.0	-1	32	20	5	9	-14
O=C(N/N=C/c1ccco1)c1cc(-c2ccncc2)nc2ccccc12	3	1	0.5	-2	9	1	x	13	3
CCc1noc(C)c1C(=O)NCCc1ccc(OC)c(OC)c1	17	-13	0.0	-3	-1	0	-8	-5	-2
COc1cc2nc(SCC(N)=O)n(CCC3=CCCCC3)c(=O)c2cc1OC	0	-15	-0.1	-3	9	-12	5	7	8
CCc1ccc(N=C2NC(=O)/C(=C/c3cc(Br)c(OCC(=O)O)c(OC)c3)S2)cc1	2	-6	0.1	-2	-15	-26	-8	27	11
CCOC(=O)C1C(=O)NCC1c1ccccc1 (stereo unspecified)	1	-16	0.3	-2	5	-12	-3	15	14
COc1ccc(S(=O)(=O)NC(C)C(=O)Nc2ccccc2)cc1Cl (stereo unspecified)	0	-22	1.6	-6	-15	-3	-14	11	7
COc1ccc(N=Cc2ccc(CNS(=O)(=O)c3ccc(Cl)cc3)o2)cc1	16	19	0.1	-2	1	-8	-9	-7	4
CC(C)OCCCNC(=O)C1CCC(CNS(=O)(=O)c2ccc(Cl)cc2)CC1 (stereo unspecified)	8	-16	0.8	-4	-25	-10	-8	15	13
O=C(CSc1ncn(-c2ccccc2)n1)N1CCc2ccccc21	2	-3	0.9	-3	10	-2	-11	10	0
CCOc1ccc(NC(=O)C[n+]2ccc(N(C)C)cc2)cc1	3	5	11	-8	-38	3	-11	11	-1
Cc1ccc(-c2nnc(SCCC(=O)N3CCOCC3)o2)cc1	2	-8	0.7	-5	-18	-2	-10	17	9

Given with two lines to a compound: part of the list above.
Values run as follows: TAAR1 agonist, CHO-K1 Ca antag, CHO-K1 Ca ag, M1 ag, TAAR1 antag, M1 antag, CHO parental Ca, CHO-K1 Ca PAM, CHRM1 PAM
> Cc1nn(C)c(C)c1S(=O)(=O)N1CCCC(C(=O)NCCc2ccc(Cl)cc2)C1 (stereo unspecified)
 : 0, -24, 0.5, -5, -9, -13, -24, 13, 7
> O=C(CSc1ncn(-c2ccccc2)n1)N1CCc2ccccc21
 : 2, -3, 0.9, -3, 10, -2, -11, 10, 0
> O=C(COC(=O)/C=C/c1cccc(Cl)c1)Nc1ccc2[nH]c(=O)[nH]c2c1
 : 2, -4, 1.5, 1, -16, -8, 5, 6, 3
> O=C(OCc1ccccc1Cl)c1cccnc1Cl
 : 5, -9, 2.8, -6, -11, -3, -8, 5, -2

(more compounds)
SMILES	TAAR1 agonist	CHO-K1 Ca antag	CHO-K1 Ca ag	M1 ag	TAAR1 antag	M1 antag	CHO parental Ca	CHO-K1 Ca PAM	CHRM1 PAM
O=C(/C=C/c1ccc2c(c1)OCO2)N1CCN(c2n[nH]c(=O)[nH]c2=O)CC1	0	-8	0.1	-3	-18	-9	13	17	9
O=C(NCc1ccccc1Cl)C1CCCN1C(=O)Nc1ccccc1 (stereo unspecified)	0	-6	2.7	-4	17	-10	-22	18	2
CC(C)(C)C(=O)N1CCN(S(=O)(=O)c2ccc3c(c2)OCCCO3)CC1	2	-11	4.8	1	1	-5	-8	-2	1
CCN(C(=O)c1cn(C)c(=O)c2cc(OC)c(OC)cc12)c1cc(C)ccc1C	2	-9	0.3	-3	-15	-5	-18	10	7
CC(C)(C)NC(=O)C(c1ccccn1)N(C(=O)C1CSC(=O)C1)c1ccc(F)cc1 (stereo unspecified)	1	-1	0.9	-3	-8	-9	-6	12	7
Cc1cccn2c(CNCC(C)Oc3cccnc3)c(C(=O)N3CCOCC3)nc12 (stereo unspecified)	0	-16	0.3	-4	9	-15	-18	19	6
CCOC(=O)c1c(C)[nH]c(C(=O)N2CCN(C(=O)OCC)CC2)c1C	3	-8	-0.1	-5	2	0	-2	9	6
Cc1ccc(C(=O)Nc2nc(=O)n(C)s2)cc1	13	2	1.6	0	-19	0	7	19	5
CCOC(=O)/C(C(N)=NCc1ccco1)=C(/O)c1ccccc1	5	-19	1.3	-5	17	4	-9	4	-8
